Screening data from PubChem BioAssay.
AID2073 = disruptors of CaV2.2 binding to Mint1 – biochemical, HTRF (AID 2073) | HTRF protein-protein interaction, Mint1-CaV2.2; higher % means a stronger effect | one-dose inhibition, % at 20 µM; IC50 in µM for titrated hits | hit rate 0.19% among 290,000; in the data active means inhibition mostly above about 51%, no sharp cut-off; inconclusive means no clear call, values can overlap the other calls; inactive means mostly below about 53%; further: some results filed as inactive read as strong as hits
HIV peptide binding = inhibitors of HIV fusion peptide binding, primary screen, biochemical, uHTS, fluorescence dequenching (AID 1986) | inhibition, % at 20 µM; hits with a dose series show IC50 in µM | hit rate 0.3% among 290,000 | cell-free peptide binding, fluorescence dequenching, 30 min; higher % means a stronger effect; in the data active means inhibition mostly above about 52%, no sharp cut-off; inactive means mostly below about 76%; further: some results filed as inactive read as strong as hits
* hit, by the source's call.

For COCC1CCCN(C(=O)c2ccc3oc(CCCc4ccccc4)nc3c2)C1 (centres undefined) the results were AID2073 5.0% and HIV peptide binding -0.2%.
Screening CC1CCCN(CCOc2cccc(Oc3ccccc3)c2)C1 (centres undefined) returned AID2073 -3.0% and HIV peptide binding -1.4%.
`Cc1cc2ccccn2c1C(=O)c1ccccc1Br` gave AID2073 -3.0% and HIV peptide binding -0.9%.
Screening Cc1ccc(C)c(N2CCN(C(=O)c3ccc4c(c3)c(C)c(C)n4C)CC2)c1 returned AID2073 -3.1% and HIV peptide binding -1.3%.
Screening COc1ccc(C2C(C(=O)c3ccco3)=C(O)C(=O)N2CCN2CCOCC2)c(OC)c1 (centres undefined) returned AID2073 4.2% and HIV peptide binding -0.2%.
`Cc1cccc(C)c1NC(=O)CNC(=O)c1cn(-c2ccccc2)nc1-c1ccccc1` gave AID2073 10.6% and HIV peptide binding 1.3%.
`COc1ccc(-c2csc(N3CCN(S(=O)(=O)c4ccc5c(c4)NC(=O)CO5)CC3)n2)cc1` gave AID2073 5.4% and HIV peptide binding 0.5%.
`CCOC(=O)c1cc(C(=O)NC(C)c2ccccc2)c(=O)[nH]c1C` (centres undefined) gave AID2073 11.4% and HIV peptide binding -1.4%.
Screening CCOc1cc(/C=C/C(=O)c2ccc3c(c2)OCCO3)ccc1OCC(=O)N(C)C returned AID2073 15.5% and HIV peptide binding -1.5%.
CCCSCCCNC(=O)c1ccccc1NC(=O)C1=CSCCO1 was read as AID2073 3.3% and HIV peptide binding -1.4%.
CCCCc1nc2cc(C(=O)N3CCCCC3COC)ccc2o1 (centres undefined) was read as AID2073 2.0% and HIV peptide binding 0.6%.
COc1cc2c(cc1OC)CN(C1CCC(C)CC1)CC2 (centres undefined) was read as AID2073 10.7% and HIV peptide binding -0.7%.
`C=CCSc1nnc(NC(=O)CCNC(=O)c2ccco2)s1` gave AID2073 -3.4% and HIV peptide binding -0.3%.
For O=C(CCN1C(=O)/C(=C/c2ccc3c(c2)OCO3)SC1=S)Nc1cccc(C(=O)O)c1 the results were AID2073 12.1% and HIV peptide binding 56.3%.
For CC(C(=O)N(C)C1CCS(=O)(=O)C1)N1C(=O)/C(=C/c2ccc(F)cc2)SC1=S (centres undefined) the results were AID2073 -17.4% and HIV peptide binding -0.1%.
O=C1C(Cl)=C(NCCN2CCOCC2)C(=O)c2ccccc21 was read as AID2073 -15.6% and HIV peptide binding -2.1%.
CCC(CC)c1nnc(NC(=O)C2CC(=O)N(CCc3ccc(F)cc3)C2)s1 (centres undefined) was read as AID2073 -12.0% and HIV peptide binding 0.4%.
`COc1ccc(C(=O)O/N=C(\N)c2cccc(C)c2)cc1OC` gave AID2073 5.2% and HIV peptide binding 0.7%.
Cc1ccc(C)c(OCc2cc(C(=O)N3CCN(C(=O)c4ccco4)CC3)no2)c1 was read as AID2073 6.3% and HIV peptide binding 3.2%.
Screening COc1ccccc1Cn1c(=S)[nH]c2cc(C(=O)NCCN(C)C)ccc2c1=O returned AID2073 -34.5% and HIV peptide binding 0.9%.

Seven entries drawn at random from those above, as already listed:
`COc1ccc(-c2csc(N3CCN(S(=O)(=O)c4ccc5c(c4)NC(=O)CO5)CC3)n2)cc1` gave AID2073 5.4% and HIV peptide binding 0.5%.
`Cc1cc2ccccn2c1C(=O)c1ccccc1Br` gave AID2073 -3.0% and HIV peptide binding -0.9%.
CCC(CC)c1nnc(NC(=O)C2CC(=O)N(CCc3ccc(F)cc3)C2)s1 (centres undefined) was read as AID2073 -12.0% and HIV peptide binding 0.4%.
Cc1ccc(C)c(OCc2cc(C(=O)N3CCN(C(=O)c4ccco4)CC3)no2)c1 was read as AID2073 6.3% and HIV peptide binding 3.2%.
`C=CCSc1nnc(NC(=O)CCNC(=O)c2ccco2)s1` gave AID2073 -3.4% and HIV peptide binding -0.3%.
Screening COc1ccc(C2C(C(=O)c3ccco3)=C(O)C(=O)N2CCN2CCOCC2)c(OC)c1 (centres undefined) returned AID2073 4.2% and HIV peptide binding -0.2%.
O=C1C(Cl)=C(NCCN2CCOCC2)C(=O)c2ccccc21 was read as AID2073 -15.6% and HIV peptide binding -2.1%.

(further entries)
`Oc1ccc(Br)cc1CNc1nccs1` gave AID2073 4.7% and HIV peptide binding -0.2%.
COc1ccc(C(=O)NCCNc2nc3cc(C)c(C)cc3cc2C)cc1 was read as AID2073 8.9% and HIV peptide binding -2.0%.
`CC1CCN(CCCNC(=O)CCc2nnc3n(CCc4ccccc4)c(=O)c4ccccc4n23)CC1` gave AID2073 -3.2% and HIV peptide binding 4.3%.
`COc1ccc(NC(=O)CSc2ncnc3sc(C)cc23)cc1` gave AID2073 8.6% and HIV peptide binding -0.9%.
For CCN(CC(=O)NCc1ccncc1)S(=O)(=O)c1cc(Cl)ccc1Cl the results were AID2073 4.2% and HIV peptide binding -0.6%.
`CCOc1cc(NC(=O)c2ccccc2C(=O)O)c(OCC)cc1NC(=O)c1ccccc1F` gave AID2073 -16.4% and HIV peptide binding -2.5%.
`COc1ccccc1N1CCN(CCCCOc2ccc(C)cc2C)CC1` gave AID2073 10.9% and HIV peptide binding 1.2%.
CCn1c(=O)c(C(=O)NCc2ccccc2Cl)c(O)c2ccccc21 was read as AID2073 15.0% and HIV peptide binding 1.0%.
O=[N+]([O-])c1ccc(Cl)cc1NCC1CCCO1 (centres undefined) was read as AID2073 3.0% and HIV peptide binding -2.0%.
For Cn1c(CN2CCN(S(C)(=O)=O)CC2)nc2cc([N+](=O)[O-])ccc21 the results were AID2073 9.2% and HIV peptide binding -0.6%.
Screening O=C(CCC(=O)N1CCCC1)Nc1ccc(Cl)c(Cl)c1 returned AID2073 -7.1% and HIV peptide binding 1.4%.
Screening Cc1ccc(CCNC(=O)Cn2ccc3cc(S(=O)(=O)N4CCCC4)ccc32)cc1 returned AID2073 9.8% and HIV peptide binding -1.2%.
For COc1ccc(C(=O)N2CCOC2CNC(=O)C(=O)NCCc2ccccc2OC)cc1 (centres undefined) the results were AID2073 4.0% and HIV peptide binding 1.4%.
Screening N#CCOC(=O)[C@H](Cc1c[nH]c2ccccc12)NS(=O)(=O)c1ccc(Cl)cc1 returned AID2073 20.3% and HIV peptide binding 0.2%.
For CCc1cccc(N(CC(=O)NC2CCCCC2)C(=O)c2csnn2)c1 the results were AID2073 -7.0% and HIV peptide binding 1.4%.
Screening CCOC(=O)c1nc(Nc2ccc(N3CCOCC3)cc2)c2ccccc2n1 returned AID2073 -6.6% and HIV peptide binding -2.3%.
For COc1ccc(CSc2nc3nc(C)cc(C)n3n2)cc1F the results were AID2073 14.4% and HIV peptide binding -1.4%.
Screening CCOCCCn1c(=O)c2ccccc2n2c(=S)[nH]nc12 returned AID2073 -62.6% and HIV peptide binding -2.4%.
`O=C(CSc1nnc(-c2ccc(O)cc2)o1)Nc1ccccc1` gave AID2073 4.8% and HIV peptide binding -1.7%.
`CCc1ccc(N2CC(C(=O)Nc3ccc4c(c3)OCCO4)CC2=O)cc1` (centres undefined) gave AID2073 4.6% and HIV peptide binding -2.2%.
`CCCCN(Cc1ccco1)S(=O)(=O)c1csc(C(N)=O)c1` gave AID2073 8.1% and HIV peptide binding -1.0%.
CCOC(=O)C1CCCN(S(=O)(=O)c2ccc3c(c2)NC(=O)CO3)C1 (centres undefined) was read as AID2073 8.3% and HIV peptide binding -0.3%.
COc1cc(S(=O)(=O)NCc2ccc3c(c2)OCO3)c(OC)cc1C was read as AID2073 26.4% and HIV peptide binding -0.9%.
For O=C(Nc1nnc(C2=COCCO2)o1)c1ccc([N+](=O)[O-])cc1 the results were AID2073 -7.4% and HIV peptide binding -0.4%.
For CCc1nn(CC(=O)NC2CCN(Cc3ccccc3)CC2)c(=O)c2cc3cc(F)ccc3n12 the results were AID2073 -9.1% and HIV peptide binding -0.7%.
For Cc1nc(C)c(C(=O)Nc2cccc(F)c2)s1 the results were AID2073 -6.6% and HIV peptide binding -0.4%.
Screening O=C(NCN1CCOCC1)c1cnccn1 returned AID2073 -2.4% and HIV peptide binding -1.4%.
`O=C(CNC(=O)C(c1ccccc1)c1ccccc1)N/N=C\c1ccc(C(=O)O)cc1` gave AID2073 37.0% and HIV peptide binding 1.7%.
`Oc1cccc(Nc2ncnc3c2oc2ccccc23)c1` gave AID2073 -7.8% and HIV peptide binding 1.2%.
CCN(Cc1ccccc1)C(=O)Cn1cc(S(=O)(=O)NC)c(S(=O)(=O)NC)c1 was read as AID2073 12.9% and HIV peptide binding -0.9%.
For O=C(Nc1ccncc1)c1ccc([N+](=O)[O-])cc1Cl the results were AID2073 8.2% and HIV peptide binding -0.7%.
For COc1cccc(NC(=O)CC(=O)c2ccc([N+](=O)[O-])cc2)c1 the results were AID2073 7.6% and HIV peptide binding -2.4%.
`COc1cc(NC(=O)C2CCN(c3cnccn3)CC2)cc(OC)c1` gave AID2073 22.3% and HIV peptide binding 0.4%.
Screening COc1ccc(Nc2nc(-c3cccnc3)cs2)c(OC)c1 returned AID2073 -6.6% and HIV peptide binding -1.2%.
For CC1CCN(C(=O)C(=O)c2cn(CC(=O)N3CCCCCC3)c3ccccc23)CC1 the results were AID2073 3.2% and HIV peptide binding -1.3%.
Cc1c(OCC(=O)N2CCC(C(=O)O)CC2)ccc2c3c(c(=O)oc12)CCC3 was read as AID2073 6.6% and HIV peptide binding 0.1%.
Screening O=C(Nc1ccc(Cl)cc1)c1ccc(S(=O)(=O)N2CCOCC2)cc1 returned AID2073 -9.2% and HIV peptide binding 2.5%.
`Cc1ccc(C(=O)Nc2ncn[nH]2)cc1` gave AID2073 -1.1% and HIV peptide binding 0.4%.
For CC(C)n1cc(CN2CCC(n3nccc3NC(=O)C3CCCC3)CC2)cn1 the results were AID2073 -0.7% and HIV peptide binding 1.6%.
FC(F)Oc1ccccc1/C=N/Nc1nc2ccccc2o1 was read as AID2073 10.3% and HIV peptide binding -0.8%.
For CCCCN1C2CCCC1CC(NC(=O)c1cccc(OC)c1)C2 (centres undefined) the results were AID2073 7.2% and HIV peptide binding 2.0%.
`O=C(CN1C(=O)c2ccc([N+](=O)[O-])cc2C1=O)NCc1ccc(C(=O)O)cc1` gave AID2073 6.2% and HIV peptide binding 1.0%.
Screening Cc1ccnc(Nc2nc(-c3ccc(O)c(O)c3)cs2)c1 returned AID2073 -39.6% and HIV peptide binding 6.9%.
For C(=N\N(c1ccccc1)c1ccccc1)/c1ccccn1 the results were AID2073 -3.5% and HIV peptide binding -0.5%.
Screening COc1ccc2ccccc2c1/C=N/NC(=O)c1ccccc1F returned AID2073 -2.4% and HIV peptide binding -0.7%.
NC(=O)c1nsc(C(=O)N(Cc2ccccc2F)C(C(=O)NCC2CCCO2)c2ccc(F)cc2)c1N (centres undefined) was read as AID2073 11.4% and HIV peptide binding -1.4%.
`Cc1ccc2nc(-c3ccc(O)c(O)c3)cn2c1` gave AID2073 -65.4% and HIV peptide binding 8.1%.
For O=Cc1ccc(C(=O)OCC(=O)Nc2ccc(F)cc2F)cc1 the results were AID2073 1.9% and HIV peptide binding 1.8%.
`COc1ccc(-c2cc3ccc(OCC(=O)NCC4CCC(C(=O)O)CC4)cc3oc2=O)cc1` (centres undefined) gave AID2073 inconclusive and HIV peptide binding 3.8%.
O=C(CNC(=O)c1ccc([N+](=O)[O-])cc1)N/N=C/c1c[nH]c2ccccc12 was read as AID2073 10.1% and HIV peptide binding -1.8%.
COC(=O)CCSc1nc(N2CCOCC2)c2c(c1C#N)CC(C)(C)OC2 was read as AID2073 -4.2% and HIV peptide binding -0.6%.
`Cc1ccc(C(=O)NCCC(=O)NCc2ccco2)cc1` gave AID2073 7.7% and HIV peptide binding 2.1%.
`O=C(C(Cl)Cl)N1CCN(Cc2ccc3c(c2)OCO3)CC1` gave AID2073 3.0% and HIV peptide binding -1.4%.
COc1ccc2[nH]cc(CCNC(=O)Cc3ccc(Cl)cc3)c2c1 was read as AID2073 0.4% and HIV peptide binding 3.6%.
For CC1CCN(CCNC(=O)C2CCCN(c3ncnc4c3nc3n4CCCCC3)C2)CC1 (centres undefined) the results were AID2073 3.6% and HIV peptide binding -1.2%.
For CC1(C)Cc2c(c(N3CCOCC3)nc3sc(C(=O)Nc4ccc(Cl)cc4)c(N)c23)CO1 the results were AID2073 42.1% and HIV peptide binding 2.5%.
`Cc1ccc(S(=O)(=O)N(CC(=O)NCC2CCCO2)Cc2ccc(F)cc2)cc1` (centres undefined) gave AID2073 -5.0% and HIV peptide binding 0.4%.
O=C(Cc1ccc([N+](=O)[O-])cc1)N1CCN(c2ccc([N+](=O)[O-])cc2)CC1 was read as AID2073 1.7% and HIV peptide binding -2.9%.
For O=C(NCCC1=CCCCC1)C1CC(=O)N(Cc2ccccc2)C1 (centres undefined) the results were AID2073 6.3% and HIV peptide binding -0.7%.
Screening O=C(CNC1CCCCC1)Nc1ccc(S(=O)(=O)N2CCCCC2)cc1 returned AID2073 10.2% and HIV peptide binding -1.1%.
O=C(CSc1nnc(CNC(=O)c2c(F)cccc2Cl)o1)NC1CCCC1 was read as AID2073 6.9% and HIV peptide binding -0.6%.
Screening Cc1ccc(O)c(-c2[nH]ncc2C(=O)c2ccc(Cl)cc2)c1 returned AID2073 2.5% and HIV peptide binding -3.7%.
Screening CN(C)S(=O)(=O)c1ccc(C(=O)Nc2cccc(C(=O)N3CCOCC3)c2)cc1 returned AID2073 4.2% and HIV peptide binding 1.5%.

At a glance, some entries already given.
NC(=O)c1nsc(C(=O)N(Cc2ccccc2F)C(C(=O)NCC2CCCO2)c2ccc(F)cc2)c1N (centres undefined) was read as AID2073 11.4% and HIV peptide binding -1.4%.
`Cc1ccc2nc(-c3ccc(O)c(O)c3)cn2c1` gave AID2073 -65.4% and HIV peptide binding 8.1%.
For O=Cc1ccc(C(=O)OCC(=O)Nc2ccc(F)cc2F)cc1 the results were AID2073 1.9% and HIV peptide binding 1.8%.
`COc1ccc(-c2cc3ccc(OCC(=O)NCC4CCC(C(=O)O)CC4)cc3oc2=O)cc1` (centres undefined) gave AID2073 inconclusive and HIV peptide binding 3.8%.

The list is partial; the hit share may differ from the screen's.
